Cycloheximide cs: affects cycloheximide protein synthesis inhibition readout, counter-screen; cell reporter, cycloheximide protein synthesis inhibition counterscreen; max response, %; 300,000 tested, 12% active; in the data active means max response mostly above about 13%, no sharp cut-off; inactive means mostly below about 14%; further: read at 38.3 µM for the half of the compounds with a filed dose; 0% is about no effect
AMA1-RON2 inh: disrupts binding of P. falciparum AMA1 to RON2; AlphaScreen AMA1-biotinylated RON2 peptide binding; Potency, µM (titrated, usually from 58.2 µM), for inactives: at the highest dose activity change, negative = inhibition, most hits filed as inhibitors; 360,000 tested, 0.2% active; AID 720542;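 further: potency means the concentration at half of the fitted maximal effect; 0% = vehicle wells and -100% = peptide control; nearly all actives have a fitted effect of over 45% in size; some results filed as inactive show a strong effect at the top dose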
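AMA1 (3D7) with his tag at 25 nM final met compounds first, then biotinylated RON2 peptide at 25 nM; detection used donor plus acceptor beads, 10 µg/mL apiece, read by AlphaScreen after 30 min at room temperature.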
Shiga toxin inh: Shiga toxin inhibition. inhibition, % at 38.7 µM. AID 2315. Vero cells, Shiga toxin protein synthesis inhibition reporter. 290,000 tested, 9.2% active; in the data active means inhibition mostly above about 28%, no sharp cut-off; inactive means mostly below about 43%; further: 0% is about no effect
LmPK inhibitor: inhibitors of Leishmania mexicana pyruvate kinase | Q27686 | purified LmPK, Kinase-Glo ATP luminescence, 1 h | Potency, µM (top dose mostly 57.5 µM), for inactives: at the top dose activity change, negative = inhibition, hits mostly inhibitors | 290,000 tested, 0.37% active | AID 1721; further: potency means the concentration at half of the fitted maximal effect; on the % scale 0 is the no-effect control and ±100 the full control effect
Target sequence (Q27686 whole entry, looked up): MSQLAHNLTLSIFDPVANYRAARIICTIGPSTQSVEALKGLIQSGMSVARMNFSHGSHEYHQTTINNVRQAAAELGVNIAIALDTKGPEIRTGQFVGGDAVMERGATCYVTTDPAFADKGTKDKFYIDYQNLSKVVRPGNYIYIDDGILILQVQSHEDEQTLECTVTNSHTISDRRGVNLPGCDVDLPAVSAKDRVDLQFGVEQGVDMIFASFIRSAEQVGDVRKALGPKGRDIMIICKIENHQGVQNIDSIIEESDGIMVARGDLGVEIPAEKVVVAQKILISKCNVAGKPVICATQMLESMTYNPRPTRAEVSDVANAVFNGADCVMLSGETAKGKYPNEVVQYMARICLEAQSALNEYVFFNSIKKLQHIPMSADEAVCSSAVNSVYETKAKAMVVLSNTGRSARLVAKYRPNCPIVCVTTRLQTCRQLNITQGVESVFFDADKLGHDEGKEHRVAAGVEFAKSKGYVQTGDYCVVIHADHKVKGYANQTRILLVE
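ATP generated from ADP (0.1 mM) and PEP (0.5 mM) by 0.1 nM LmPK over 1 h at room temperature (pH 7.2 imidazole buffer) was detected by coupled luciferase luminescence. Values were normalized to uninhibited and no-enzyme wells.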
Pf growth 96h: inhibits malaria parasite growth, 96 h; P. falciparum luciferase reporter growth, 96 h; Potency, µM (titrated, usually from 28.7 µM), inactives show at the highest dose activity change, negative = inhibition, most hits filed as inhibitors; 320,000 tested, 6.9% active; AID 504834; further: potency means the concentration at half of the fitted maximal effect; on the % scale 0 is the no-effect control and ±100 the full control effect
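P. falciparum expressing integrated firefly luciferase, in erythrocytes at 2% hematocrit, 0.05% parasitemia, incubated with compounds 96 h at 37 C, 5% CO2. Growth inhibition read as loss of luminescence; two-generation exposure targets delayed-death apicoplast inhibitors.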
Pf growth 48h: P. falciparum growth inhibition at 48 hours (one generation); AID 504832; 310,000 tested, 5.9% active; P. falciparum luciferase growth in erythrocytes, 48 h; Potency, µM (titrated, usually from 28.7 µM), inactives show at the highest dose activity change, negative = inhibition, usual class: inhibitors; further: potency means the concentration at half of the fitted maximal effect; on the % scale 0 is the no-effect control and ±100 the full control effect
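Here the parasites carry a stable luciferase gene and grow inside erythrocytes in Albumax-based RPMI medium with compound for one erythrocytic cycle. Activity is scored as loss of luminescent signal.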
Tb PYK inh: blocks Trypanosoma brucei pyruvate kinase. Q57TT1. 410,000 tested, 0.12% active. TbPYK enzyme, Kinase-Glo Plus ATP luminescence, 45 min. Potency, µM (doses to about 76.8 µM), inactives show top-dose activity, negative = inhibition, most hits filed as inhibitors; further: potency means the concentration at half of the fitted maximal effect; on the % scale 0 is the no-effect control and ±100 the full control effect; nearly all actives have a fitted effect of over 50% in size
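T. brucei PYK with substrate was exposed to pin-transferred compounds across a concentration series, then started with 130 uM ADP (final). After 45 min at room temperature, Kinase-Glo Plus luminescence was read, normalized and curve-fitted.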
Starred values were filed as active, the others as inactive; u = inconclusive; x = not tested or not shown; & = joins results of further samples; [ ] = remark or other dose. Unless noted, the call rests on the fitted dose curve; in most records, active means well fitted curve in the direction sought with a large enough effect; inconclusive means small, poorly fitted or top-dose-only effect, or another doubt; inactive means no such curve, though single readings can be large; an effect the other way counts as inactive or inconclusive.

SMILES | Cycloheximide cs | AMA1-RON2 inh | Shiga toxin inh | LmPK inhibitor | Pf growth 96h | Pf growth 48h | Tb PYK inh
O=S(=O)(c1cccs1)N1CCN(CC(O)COC2CCCc3ccccc32)CC1 (centres undefined) | 7 | -7% | -8 | -1% | x | -5% | 41%[activator]
Cn1nc(C(=O)NNC(=O)C(CCC(N)=O)NS(=O)(=O)c2ccc(Cl)cc2)c2ccccc2c1=O (centres undefined) | x | 68%[activator] | x | x | -1% | 22% | -8%
COc1ccc(NC(=O)Nc2ccc(C(=O)N3CCOCC3)cc2)c(OC)c1 | -1 | 4% | 3 | 0% | 10% | 10% | -7%
Cc1cccc(Oc2coc3cc(OC(=O)c4cccs4)ccc3c2=O)c1 | 29* | -14% | 50* | 0% | 193%[activator] | 35%[activator] | 6%
NC(=O)c1cc(S(=O)(=O)N2CCc3ccccc3C2)cs1 | -1 | -4% | -5 | -1% | 44% | -6%[0.00184 µM] | -9%
O=C(CN(C(=O)c1csnn1)c1ccc(F)cc1)NCc1ccc2c(c1)OCO2 | -3 | -1% | -3 | -4% | 31%[activator] | 19% | -1%
COC(=O)c1c(NC(=O)c2cccs2)sc2c1CCC(C)C2 (centres undefined) | -3 | 0% | 34 | -2% | 109%[activator] | 87%[activator] | 8%
CCn1c(=O)c(C(=O)Nc2ncccc2O)c(O)c2ccccc21 | -2 | 10% | x | 14% | u | 43%[activator] | 3%
Cc1ccc(NC(=O)CCOc2ccccc2C)cc1F | 30* | 17% | 38 | 1% | 0% | 17% | 0%
CCOc1ccccc1OCCCCCc1c(C)n[nH]c1C | -5 | -19% | 2 | 0% | u | u | 1%
O=C(CS(=O)(=O)c1ccccc1)Nc1nc(-c2ccccc2)cs1 | 12 | -4% | 16 | 0% | 2% | 3% | 1%
COc1ccc(Cl)cc1NC(=O)C(C)Sc1n[nH]c(N)n1 (centres undefined) | -4 | 17% | -12 | -1% | -14% | 1% | 0%
COC(=O)C1=C(C)N(Cc2ccc(OC)cc2)C(=O)C1 | 3 | -1% | 35 | 1% | u | u | 1%
COc1ccc(-n2nc(C(=O)NCC(=O)N3CCN(Cc4ccccc4)CC3)c3ccccc3c2=O)cc1OC | -4 | -7% | -8 | 6% | 1µM* | u | 1%
CCN1CCN(CCCNC(=O)c2ccccc2NC(=O)C2=C(C)OCCS2)CC1 | 4 | 5% | -9 | -2% | u | -31% | -1%
O=C(CN1CCN(S(=O)(=O)c2ccc(Br)cc2)CC1)N/N=C/c1cccs1 | -2 | 7%[2.32 µM] | -6 | 1% | 13% | -20% | -4%
CN(C)S(=O)(=O)c1cccc(NC(=O)COC(=O)CCSc2ccc(Cl)cc2)c1 | 1 | 11% | -12 | 5% | 0% | 20% | -4%
CCOc1ccccc1OCC(=O)Nc1ccc(OC)c(S(=O)(=O)N2CCCCC2)c1 | x | 8% | x | x | 12µM* | u | -7%
Cc1nc(C(C)NC(=O)c2cc(COc3ccc(F)c(F)c3)on2)cs1 (centres undefined) | 18* | -4% | 9 | 1% | -27% | -10% | -3%
O=C(O)C1CCC(=O)N1C(=O)OCc1ccccc1 (centres undefined) | -1 | 0% | -2 | 1% | 36%[activator] | -12% | -10%
COc1ccc(CCC(=O)NC(C)C2CCCO2)cc1 (centres undefined) | -2 | -11% | -25 | 5% | u | 104%[activator] | -17%
COc1cccc(OC(=O)N2CCOCC2)c1 | 25 | -1% | 40 | 5% | -28% | 93%[activator] | 3%
COc1cccc(NC(=O)NNC(=O)CCc2ccc(O)c(O)c2)c1 | 1 | -27% | -2 | -19% | -1% | -11% | -5%
CCc1ccccc1NC(=S)N(CCc1ccncc1)C(C)C | -6 | 2% | -9 | 1% | -21% | -13% | 2%

Two entries drawn at random from those above, as already listed:
SMILES | Cycloheximide cs | AMA1-RON2 inh | Shiga toxin inh | LmPK inhibitor | Pf growth 96h | Pf growth 48h | Tb PYK inh
O=C(O)C1CCC(=O)N1C(=O)OCc1ccccc1 (centres undefined) | -1 | 0% | -2 | 1% | 36%[activator] | -12% | -10%
O=C(CN1CCN(S(=O)(=O)c2ccc(Br)cc2)CC1)N/N=C/c1cccs1 | -2 | 7%[2.32 µM] | -6 | 1% | 13% | -20% | -4%

Next compounds follow:
SMILES | Cycloheximide cs | AMA1-RON2 inh | Shiga toxin inh | LmPK inhibitor | Pf growth 96h | Pf growth 48h | Tb PYK inh
Cc1ccc(S(=O)(=O)N2CCN(CC(=O)NC(C)c3ccccc3)CC2)cc1 (centres undefined) | x | 5% | x | x | 6% | 5% | 1%
Cc1nn(Cc2nnc(SCC(=O)Nc3ccc(Cl)cc3)n2C)c(C)c1[N+](=O)[O-] | -1 | 2% | 19 | 2% | -4% | -10% | -2%
Cc1cccc(C(=O)OCC(=O)N(C)C(c2ccccc2)c2ccccc2)c1[N+](=O)[O-] | x | -11% | x | x | u | -19% | 1%
COc1ccc(/C=C(\NC(=O)c2ccc([N+](=O)[O-])cc2)C(=O)N2CCOCC2)cc1 | -1 | 7% | 9 | 4% | 31%[activator] | 12% | -1%
CCOC(=O)N1CCC(NC(=O)c2ccc(NC(=O)C3CCCO3)cc2)CC1 (centres undefined) | -1 | -6% | -4 | -2% | 2% | -11% | 1%
O=C(Nc1nnc(C2CC2)s1)C1Cc2ccccc2CN1C(=O)c1ccco1 (centres undefined) | 23* | 2% | 39* | 0% | u | -24% | -25%
CCc1c(C(=O)Nc2ccncc2)csc1C | 6 | 3% | -4 | -2% | u | 8.3µM* | 8%
COc1ccc(S(=O)(=O)Nc2nncs2)cc1 | -2 | -6% | 13 | 0% | x | -24% | -6%
CCCCc1nnc(NC(=O)CSCc2cc(=O)n3c(C)csc3n2)s1 | 2 | -2% | -6 | 7% | u | 0% | 8%
O=C(NCc1ccccc1)C1C2C=CC3(CN(Cc4cccnc4)C(=O)C13)O2 (centres undefined) | -4 | -3% | -3 | 1% | -8% | 3% | 9%
COc1ccc(CNC(=O)[C@H](C)NC(=O)C2CCN(C(=O)[C@@H](N)Cc3ccccc3)CC2)cc1 | -3 | 18% | 1 | -12% | 0% | 3% | 1%
Cc1ccc(C)c(S(=O)(=O)N2CCC3(CC2)OCCO3)c1 | 7 | 3% | -8 | -2% | -12% | 5% | 0%
O=S(=O)(c1cccs1)N1CN(Cc2ccc(F)cc2)c2nc3ccccc3nc21 | 1 | -4% | 29 | 0% | -13% | u | 4%
COc1ccc(-c2nc3c([nH]2)c(=O)n(C)c(=O)n3C)c(OC)c1 | 12 | 5% | -1 | -2% | u | 26% | 1%
COc1ccccc1N1C(=O)CCC1(C#N)c1ccc(Br)cc1 (centres undefined) | -2 | 8% | 32 | 1% | u | x | 0%
CC(=O)Nc1ccc(S(=O)(=O)NC2=NCN(C)CN2)cc1 | 0 | -1% | -9 | -1% | -5% | 16% | -5%
O=C(OCC(=O)N1CCc2ccccc21)c1ccccc1[N+](=O)[O-] | x | -4%[11.6 µM] | x | x | 24% | 103%[activator] | -8%
COc1cc(/C=N/NC(N)=O)ccc1OCC(=O)Nc1cc(C)c(C)cc1Br | 15 | -6% | -4 | 6% | 0% | 18% | 1%
CCOC(=O)CSc1nnc(CNC(=O)c2cccs2)n1-c1cc(C)ccc1C | -2 | -4% | -5 | -2% | u | 16% | -5%
O=C(CNS(=O)(=O)c1cccc(F)c1)OCC(=O)N1CCCC1=O | x | -4% | x | x | 8% | 23% | 8%
Cc1ccc(C(=O)NCC(=O)NCC(c2cccs2)N2CCOCC2)cc1 (centres undefined) | x | 31%[activator] | x | x | -1% | u | 0%
C[C@@H]1C=CC(=O)O[C@@H]1c1ccc(C(F)(F)F)cc1 | -3 | x | 3 | -6% | 2.3µM* | u | x
Cc1cc(C)n2nc(C(=O)OCC(=O)NCc3ccc(Cl)cc3)nc2n1 | x | -4% | x | x | 44%[activator] | 34%[activator] | -2%
COc1ccc(C(=O)CN2CC(C)SC2=Nc2ccc(Cl)cc2)cc1 (centres undefined) | 0 | -14% | 30 | 3% | u | 0% | -10%
COc1ccc(Cl)c2c1[nH]c1nc(SCc3ccccn3)nnc12 | 41* | 1% | 89* | -4% | -13% | 205%[activator] | -1%
CCNc1nc(Cl)nc(NCC)n1 | x | x | x | x | -3% | -2% | -9%
O=S(=O)(c1ccc(Cl)cc1)c1nc(-c2ccco2)oc1N1CCCCC1 | 3 | -19% | -1 | -3% | u | u | 0%
Cc1ccc(NC(=O)CCNC(=O)c2ccc(Br)cc2)cc1S(=O)(=O)N1CCOCC1 | x | 1% | x | x | 0% | -13% | -8%
COC(=O)c1sc2ccccc2c1NC(=O)c1coc2ccccc2c1=O | -2 | 7% | 1 | 5% | 46%[activator] | 14% | -5%
CCCC(=O)c1cc2c(cc1NC(=O)c1cccs1)OCCO2 | -5 | 5% | -7 | 4% | u | 20% | -2%
CCOc1ccc(CCNC(=O)CN2C(=O)NC3(CCCCC3)C2=O)cc1OCC | x | 2% | x | x | 50%[activator] | -6% | -6%
O=C1CCC([N+](=O)[O-])C(c2ccccc2Br)N1 (centres undefined) | -4 | -3% | 4 | -2% | -27% | u | -7%
CS(=O)(=O)c1ccccc1COC(=O)Nc1ccc(Cl)cc1 | 21* | 43%[activator] | 36 | 3% | 46%[activator] | 36%[activator] | 19%
O=C(CSc1nc2ccc([N+](=O)[O-])cc2s1)NC1CCS(=O)(=O)C1 (centres undefined) | 9 | 8% | 35 | 2% | u | u | -3%
Nc1nonc1-c1noc(CCCCCN2C(=O)c3ccccc3C2=O)n1 | 75* | 11% | 148* | 1% | 13µM* | 40%[activator] | 1%
CC1CCCCN1C(=S)Nc1ccc2nc3n(c(=O)c2c1)CCCCC3 (centres undefined) | 3 | 1% | -10 | 1% | 23% | 15% | -12%
CN1CCN(c2ccc(CNS(=O)(=O)Cc3cccc(C(F)(F)F)c3)cc2)CC1 | -2 | -7% | -9 | -1% | -22% | -26% | 6%
COc1ccc(C(C)=O)c(OC(=O)c2ccco2)c1 | -4 | 30% | -23 | 2% | 0% | 24% | -27%
CN1C(CC(=O)c2ccccc2)CCCC1CC(O)c1ccccc1 (centres undefined) | 14&-2 | 6% | -1&-12 | 4% | x | u | -3%
C/C(=N\NC(=O)CNc1cccc(Cl)c1C)c1cccs1 | -2 | 4% | -37 | 1% | 59%[activator] | 17% | -5%
CNC(=O)CN1C(=O)COc2ccc(S(=O)(=O)N3CCCCCC3)cc21 | -2 | -10% | -9 | 0% | 12% | 10% | -13%&1%
COc1ccc(/C=C/C(=O)NCCCc2ccccc2)cc1OC | 6 | 13%[11.6 µM] | -9 | 0% | u | -3% | -4%
C=CCn1c2ccccc2c2nnc(SCCN3CCCCC3)nc21 | 5 | 8% | x | 6% | 10µM* | u | 0%
Cc1ccnc(NC(=O)CN(C)S(=O)(=O)c2cccc3nsnc23)c1 | -1 | 8% | -6 | 2% | -1% | -14% | 2%

Source: PubChem BioAssay (National Center for Advancing Translational Sciences (NCATS))
